IL2 activator = activates IL-2 in a cell-based reporter assay; AID 652025; activation, % (series mostly up to about 46 µM); actives 0.065% (n = 360,000); IL-2 activation reporter assay, cell-based qHTS; stimulated with anti-CD3/CD4/CD28 beads; in transgenic mouse T cells; in the data active means activation above about 50%; inconclusive means mostly about 30% to 49%; further: 0% is about no effect
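Readout: EGFP and DsRed signals by fluorescent plate cytometry. Unstimulated transgenic mouse T cells received compound 60 min before antibody-bead stimulation, then incubated 18 h at 37 degrees C.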
WRN inhibitor = blocks human WRN helicase; AID 651768; Potency, µM (series often up to 114 µM), inactives show top-dose activity change, negative = inhibition, most hits filed as inhibitors; WRN helicase unwinding, fluorescent forked duplex, kinetic; actives 0.46% (n = 360,000); further: potency means the concentration at half of the fitted maximal effect; on the % scale 0 is the no-effect control and ±100 the full control effect; nearly all actives have a fitted effect of over 55% in size
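Fluorescence dequenching readout, ex 525 nm/em 598 nm, kinetic mode: forked duplex DNA (100 nM final) with adjacent fluorophore and quencher unwound by WRN (20 nM final) with 2 mM ATP. Compound preincubation 15 min, room temperature.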
EPAC2 agonist = activates human EPAC2 exchange factor | Potency, µM (highest dose often 154 µM), for the others: at the top dose activation, usual class: activators | actives 0.079% (n = 360,000) | EPAC2 activation, biochemical qHTS; response scale: 100% = 6.5 mM cAMP response | Q8WZA2 | AID 720711; further: potency means the concentration at half of the fitted maximal effect; nearly all actives have a fitted effect of over 50% in size
Target sequence (Q8WZA2 whole entry, looked up): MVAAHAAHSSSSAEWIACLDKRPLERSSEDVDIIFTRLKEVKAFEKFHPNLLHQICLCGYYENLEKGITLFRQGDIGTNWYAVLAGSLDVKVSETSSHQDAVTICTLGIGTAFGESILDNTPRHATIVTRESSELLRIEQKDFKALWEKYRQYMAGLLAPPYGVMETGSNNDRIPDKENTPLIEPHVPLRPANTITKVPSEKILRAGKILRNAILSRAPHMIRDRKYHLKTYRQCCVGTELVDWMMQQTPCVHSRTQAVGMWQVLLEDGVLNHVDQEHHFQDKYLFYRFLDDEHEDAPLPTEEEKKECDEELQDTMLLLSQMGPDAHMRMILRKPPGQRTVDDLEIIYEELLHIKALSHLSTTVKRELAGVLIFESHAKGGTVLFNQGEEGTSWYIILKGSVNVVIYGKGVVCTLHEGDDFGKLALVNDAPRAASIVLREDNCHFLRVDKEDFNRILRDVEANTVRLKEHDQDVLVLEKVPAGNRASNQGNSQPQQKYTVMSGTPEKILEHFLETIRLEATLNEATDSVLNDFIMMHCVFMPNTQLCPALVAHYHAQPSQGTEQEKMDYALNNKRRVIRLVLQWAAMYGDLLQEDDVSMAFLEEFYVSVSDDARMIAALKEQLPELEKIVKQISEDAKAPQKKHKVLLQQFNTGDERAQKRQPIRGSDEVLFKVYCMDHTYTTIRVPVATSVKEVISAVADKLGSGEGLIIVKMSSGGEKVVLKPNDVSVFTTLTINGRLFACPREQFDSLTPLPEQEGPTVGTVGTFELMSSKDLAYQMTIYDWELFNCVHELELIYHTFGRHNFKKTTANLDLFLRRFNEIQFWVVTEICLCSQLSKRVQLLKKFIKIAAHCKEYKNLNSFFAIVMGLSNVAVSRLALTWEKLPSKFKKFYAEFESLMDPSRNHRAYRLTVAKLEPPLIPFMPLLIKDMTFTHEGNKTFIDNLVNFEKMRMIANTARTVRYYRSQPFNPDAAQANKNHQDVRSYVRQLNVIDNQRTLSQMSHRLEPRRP
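Readout is BODIPY fluorescence (480 nm excitation, 540 nm emission), which falls as labeled GDP is exchanged off Rap1B. EPAC2 at 100 nM acted on 250 nM RAP1B-BODIPY-GDP with 50 uM GDP present.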
PI5P4K alpha inh = inhibitors of human PI5P4K alpha; P48426; PI5P4Kalpha enzyme, ADP-Glo luminescence, 60 min; hits give low values; max response, %; actives 1.2% (n = 330,000); AID 652105; active means max response of -50% or lower; inconclusive means between -30% and -50%; inactive means -30% or higher; further: value at the top dose of about 77 µM; on the % scale 0 is the no-effect control and ±100 the full control effect
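Reactions run in 0.038 M HEPES pH 7.4, 0.28 mM EGTA, 0.1% CHAPS and 5% DMSO, with PI5P4Kalpha, substrate, compound and 5 microM ATP final, one hour at room temperature. Readout is ADP-Glo luminescence.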
PLK1 PBD block = blocks phosphopeptide binding to human PLK1 polo-box domain. actives 2.8% (n = 360,000). P53350. Potency, µM, without a hit: max response, negative = inhibition, usual class: inhibitors. AID 720504. Plk1 PBD binding of FITC phosphopeptide, fluorescence polarization; further: potency means the concentration at half of the fitted maximal effect; series mostly up to about 57 µM; on the % scale 0 is the no-effect control and ±100 the full control effect; nearly all actives have a fitted effect of over 65% in size
EPAC1 ag = EPAC1 (human) agonism; EPAC1 agonist qHTS, biochemical assay; response scale: 100% = response to 6.5 mM cAMP; actives 0.073% (n = 360,000); Potency, µM (series often up to 154 µM), inactives show at the top dose activation, usual class: activators; O95398; further: potency means the concentration at half of the fitted maximal effect; nearly all actives have a fitted effect of over 60% in size
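Nucleotide exchange by EPAC1 (100 nM) on Rap1B–BODIPY-GDP (250 nM) in the presence of 50 uM GDP is tracked fluorescently at 480/540 nm over 30 min. Signals are normalized to a 6.5 mM cAMP control.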
CCT modulator = modulators of cytosolic chaperonin (CCT/TRiC) activity. purified chaperonin ATPase assay, HTRF ADP detection, 30 min. activity change, % (no concentration beside the values), hits read low. AID 651819. actives 0.3% (n = 360,000); in the data active means activity change below about -30%; further: on the % scale 0 is the no-effect control and ±100 the full control effect
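TRiC (40 or 20 nM final, by batch activity) in 30 mM Tris pH 7.4, 100 mM KCl, 5 mM MgCl2, 1 mM DTT was treated with compound at 76 uM single dose, then 10 uM ATP, 30 min at 37 °C. ADP was read by HTRF Transcreener.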
EPAC1 antag = EPAC1 (human) antagonism | O95398 | EPAC1 GEF assay, Rap1b-BODIPY-GDP exchange fluorescence | Potency, µM (highest dose often 115 µM), without a hit: at the highest dose activity change, negative = inhibition, most hits filed as inhibitors | actives 0.14% (n = 360,000);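 further: potency means the concentration at half of the fitted maximal effect; plate controls were vehicle for no effect and positive control for full effect; nearly all actives have a fitted effect of over 50% in size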
An asterisk follows results filed as active; u = inconclusive; x = not tested or not shown; [ ] = remark or other dose. Unless noted, the call rests on the fitted dose curve; in most records, active means well fitted curve in the direction sought with a large enough effect; inconclusive means small, poorly fitted or top-dose-only effect, or another doubt; inactive means no such curve, though single readings can be large; an effect the other way counts as inactive or inconclusive.

SMILES	IL2 activator	WRN inhibitor	EPAC2 agonist	PI5P4K alpha inh	PLK1 PBD block	EPAC1 ag	CCT modulator	EPAC1 antag
Cc1csc2nc(SCC(=O)Nc3ccccc3F)[nH]c(=O)c12	-1.5	-7%	0%	-5	-8%	-27%	2.0	-12%
Cn1c(=O)c2[nH]c(C3CC3)nc2n(C)c1=O	-2.6	6%	6%	-5	-12%	9%	-0.1	2%
O=C(O)COc1ccc(/C=N/NC(=O)/C(=C/C=C/c2ccccc2)NC(=O)c2ccccc2)cc1	-0.3	-10%	7%	-11	-29%	6%	-2.1	-1%
O=C(OCc1cc(=O)n2ccsc2n1)C1(c2ccc(Cl)cc2)CC1	-0.5	3%[11.6 µM]	9%	-22	-13%	3%	-1.6	-16%
Cc1cccc(N2CCN(C(=O)c3ccc(Cl)c(S(=O)(=O)NCc4ccco4)c3)CC2)c1C	-4.5	-9%	17%	-3	-10%	21%	-2.0	7%
CCCCn1c(=O)c(CCC(=O)OCC(=O)NCc2ccc(OC)c(OC)c2)nc2ccccc21	0.7	-1%	3%	3	4%	2%	-0.1	-6%
Cc1ccccc1C(O)c1cccnc1 (stereo unspecified)	-0.3	1%	3%	10	-16%	8%	-3.0	4%
CCN1CCN(C(=O)c2nn(-c3ccccc3)c(=O)c3ccccc23)CC1	0.1	8%	6%	x	1%	-3%	0.3	6%
O=C(O)/C=C/c1ccc2c(c1)OCCO2	-0.1	-1%	6%	-21	-4%	-7%	1.3	-1%
Fc1ccc(CN(Cc2ccccc2)C(c2cccs2)c2nnnn2C2CCCCC2)cc1 (stereo unspecified)	-0.7	0%	-6%	-1	-5%	5%	-2.4	6%

Taken from the listing for reference:
SMILES	IL2 activator	WRN inhibitor	EPAC2 agonist	PI5P4K alpha inh	PLK1 PBD block	EPAC1 ag	CCT modulator	EPAC1 antag
Cn1c(=O)c2[nH]c(C3CC3)nc2n(C)c1=O	-2.6	6%	6%	-5	-12%	9%	-0.1	2%
O=C(O)COc1ccc(/C=N/NC(=O)/C(=C/C=C/c2ccccc2)NC(=O)c2ccccc2)cc1	-0.3	-10%	7%	-11	-29%	6%	-2.1	-1%
O=C(OCc1cc(=O)n2ccsc2n1)C1(c2ccc(Cl)cc2)CC1	-0.5	3%[11.6 µM]	9%	-22	-13%	3%	-1.6	-16%
Cc1cccc(N2CCN(C(=O)c3ccc(Cl)c(S(=O)(=O)NCc4ccco4)c3)CC2)c1C	-4.5	-9%	17%	-3	-10%	21%	-2.0	7%
CCCCn1c(=O)c(CCC(=O)OCC(=O)NCc2ccc(OC)c(OC)c2)nc2ccccc21	0.7	-1%	3%	3	4%	2%	-0.1	-6%
Cc1ccccc1C(O)c1cccnc1 (stereo unspecified)	-0.3	1%	3%	10	-16%	8%	-3.0	4%
CCN1CCN(C(=O)c2nn(-c3ccccc3)c(=O)c3ccccc23)CC1	0.1	8%	6%	x	1%	-3%	0.3	6%
O=C(O)/C=C/c1ccc2c(c1)OCCO2	-0.1	-1%	6%	-21	-4%	-7%	1.3	-1%
Fc1ccc(CN(Cc2ccccc2)C(c2cccs2)c2nnnn2C2CCCCC2)cc1 (stereo unspecified)	-0.7	0%	-6%	-1	-5%	5%	-2.4	6%

The list continues.
SMILES	IL2 activator	WRN inhibitor	EPAC2 agonist	PI5P4K alpha inh	PLK1 PBD block	EPAC1 ag	CCT modulator	EPAC1 antag
CCc1ccc(-c2nc(-c3ccncc3)no2)cc1	-0.6	-17%[57.1 µM]	-6%	-1	3%	-7%	-0.8	-14%
C[C@@]12CC(=O)NC1N(C(=O)c1ccccc1)C(c1ccccc1OC(=O)c1ccccc1)C2 (stereo partly specified)	0.8	-3%	6%	2	-4%	0%	-9.9	6%
CN(C)S(=O)(=O)c1ccc(C(=O)NCc2ccccn2)cc1	-0.1	5%	12%	-1	2%	2%	0.4	-2%
CCCCn1c(=O)[nH]c(=O)c2c1nc(CN(C)Cc1cccc(OC)c1OC)n2CCC	-2.1	1%	3%	3	2%	-9%	-2.4	13%
Cc1cccc(Nc2ncnc(N)n2)c1	0.0	4%[57.1 µM]	-2%	5	-4%	-1%	-2.8	-12%
CCOc1cccc(C(=O)Nc2cc(C)ccc2NC(=O)c2ccco2)c1	1.2	-1%	12%	6	-13%	13%	0.5	8%
COc1ccc(NC(C)=O)cc1S(=O)(=O)N1CCN(Cc2cccs2)CC1	0.2	-12%	7%	-1	-3%	1%	1.1	-11%
Cc1ccc(CN2CCC2(C)C(=O)NC(C)C)cc1 (stereo unspecified)	-0.6	4%[57.1 µM]	-1%	8	-13%	-18%	0.0	-22%
CCOc1ccc(N(CC(=O)NCCSCc2ccc(C)cc2)S(C)(=O)=O)cc1	-0.7	-16%	-2%	2	-2%	4%	1.6	-1%
CN1C(=O)CSc2ccc(NC(=O)N3CCc4ccccc43)cc21	-1.3	-16%	15%	x	-5%	15%	0.0	-16%
C[C@H](CO)N1C[C@H](C)[C@@H](CN(C)C(=O)Nc2ccc3c(c2)OCO3)Oc2ccc(NC(=O)C3CCCCC3)cc2C1=O	0.1	3%	2%	-2	-12%	-7%	1.0	-10%
Cc1ccc(OCC(=O)NCCc2nc3ccccc3[nH]2)c(C)c1	-0.5	4%	5%	2	0%	6%	1.2	6%
COn1c(SCc2ccc(C)cc2C)nc2ccccc2c1=O	-2.4	-3%	1%	x	-3%	-5%	-2.4	3%
COc1ccc2nc(C)c3c(c2c1)OC(C(C)(Cl)Br)C3 (stereo unspecified)	-1.4	-2%	8%	1	-1%	6%	-2.9	-15%
COC(=O)c1ccc(COc2cccc3c2CCN(Cc2cccc(C)c2)C3=O)o1	-0.6	-15%	3%	13	-2%	1%	-1.0	-17%
COc1ccc(-n2c(SCC(=O)Nc3ccccc3)nnc2-c2ccoc2C)cc1	0.6	-4%	-18%	6	-2%	-13%	-1.5	-29%
COc1ccc2cc(C(c3nnnn3CCc3ccccc3)N3CCCC(C)C3)c(=O)[nH]c2c1 (stereo unspecified)	-2.0	-17%	4%	x	-4%	1%	-3.4	12%
Cc1c(C)[n+](=O)c(-c2ccco2)c(C)n1[O-]	-1.9	-6%	12%	x	0%	5%	-1.6	0%
CC(C)N1C(=O)N(c2ccc(Cl)cc2)C(C)(O)CC1(C)C (stereo unspecified)	-0.5	-1%	-8%	-1	7%	1%	0.7	5%
COc1ccc(OCCSc2ncc(CO)n2C)cc1	0.9	15%	-2%	-5	-10%	4%	-0.6	2%
Cc1csc(NC(=O)/C=C/c2ccco2)n1	0.5	-24%[57.1 µM]	-8%	-26	3%	-3%	-0.8	12%
COc1ccc(NC(=O)CSc2nc3c(c(=O)n2-c2ccc(F)cc2)SCC3)cc1	-4.3	-3%	0%	-1	-2%	-14%	0.5	7%
COc1cccc(OCc2cc(C(=O)NCC3CCCCC3)no2)c1	-2.1	2%	-8%	-8	-3%	-13%	-0.4	2%
Cc1nnc(NC(=O)CSc2nnc(C)c(=O)n2N)s1	1.0	5%	9%	-2	-10%	17%	-0.9	20%
Cc1nc2sc(C(c3cccc(F)c3)N3CCOCC3)c(O)n2n1 (stereo unspecified)	2.7	-2%	10%	0	-2%	1%	-1.8	-5%
CCOC(=O)Nc1ccc(C(=O)NCC2CCCO2)cc1 (stereo unspecified)	-0.2	-6%	7%	8	-4%	2%	-0.4	-2%
CCn1nc(NC(=O)Cc2ccc(OC)cc2)c2cc3cccc(C)c3nc21	-0.7	-4%	2%	3	-6%	9%	-0.2	-27%
COc1ccc(-c2oc(=O)c3cc(OC)c(OC)cc3c2/C=C/c2ccc(OC(C)=O)cc2)cc1	-2.1	-10%	0%	-1	-5%	1%	-1.0	8%
Cc1cc(C)c(C)c(S(=O)(=O)N2CCN(C(=O)c3ccc4c(=O)n5c(nc4c3)CCC5)CC2)c1C	-0.2	-11%	-10%	-4	-10%	5%	-0.5	-8%
COc1cc(NC(=O)c2sc3ncn(CC(=O)N4CCCCC4C)c(=O)c3c2C)cc(OC)c1OC (stereo unspecified)	-0.2	-2%	-2%	-8	0%	15%	0.8	4%
CNC(=S)N1N=C(c2ccc(C)cc2)CC1c1ccc(OC)c(OC)c1 (stereo unspecified)	1.3	-5%	0%	2	-14%	11%	-1.6	-6%
Cc1ccc2nc(SCC(=O)O)nc(C)c2c1	-2.2	-20%	8%	x	-3%	3%	0.4	5%
O=C(Nc1cccnc1)c1cc(-c2cccnc2)nc2ccc(Br)cc12	-0.8	1%	1%	x	-1%	-4%	0.4	6%
CCOC(=O)C1=C(COC(=O)CNS(=O)(=O)c2ccc(C)c(C)c2)NC(=O)NC1C (stereo unspecified)	0.5	11%	-1%	-4	0%	6%	0.2	-11%
Cc1c(-c2nc(-c3ccncc3)no2)cccc1[N+](=O)[O-]	-0.2	6%	7%	4	-14%	5%	-0.5	-10%
CN1C(=O)c2cccc(NCCCCCCN3C(=O)c4ccccc4C3=O)c2C1=O	-1.1	-7%	23%	0	-6%	3%	-0.4	-2%
O=C(NC1CC1)c1ccc(-c2cnc3cccnn23)cc1	-0.5	0%	6%	-1	-4%	-2%	-0.3	5%
COC(=O)c1c(-c2ccc(SC)cc2)sc2ccccc12	0.2	-8%	11%	13	-1%	13%	1.2	-1%
COc1cc2[nH]c3c(=O)n(CCN4CCCCC4)cnc3c2cc1OC	-1.0	-7%[57.1 µM]	5%	3	-8%	-4%	-1.0	-3%
COc1cc2c(cc1OC)-c1cc(Nc3cccc(C)c3)nc(=O)n1CC2	0.1	-13%	1%	-16	-1%	-4%	0.5	-6%
COc1cccc(NC(=O)c2cc3ccccc3o/c2=N\O)c1	-1.1	-2%	11%	-4	u	9%	-1.8	-14%
COC(=O)c1[nH]c2cc(OC)ccc2c1N=CN(C)C	1.3	-3%	13%	-3	-14%	3%	-0.7	-16%
COc1ccc(C(=O)Nc2ccccc2N2CCCC2)cc1	-1.0	-2%	4%	7	-7%	-1%	0.8	2%
COc1ccc(-c2nc3c(c4nnc(SC(C)C(=O)Nc5ccccc5)n24)COC(C)(C)C3)cc1 (stereo unspecified)	-3.7	-20%	-1%	-3	-2%	0%	-0.2	1%
COc1ccccc1NC(=O)COC(=O)C1=NN(c2ccccc2)C(=O)CC1	-0.8	-6%	3%	8	7%	-5%	2.0	-12%
Cc1ccc2cn[nH]c2c1NC(N)=S	0.8	-9%[57.1 µM]	-2%	0	-5%	-2%	1.5	5%

Screening results from PubChem BioAssay.

An excerpt; the hit share may differ from the screen's.
